Yfh1-off respiration: enhancers of respiration in Yfh1-depleted yeast, dose response, Friedreich's ataxia, plus single-dose screen (AID 1465). hit rate 0.074% among 220,000. S. cerevisiae Yfh1-off respiration, WST-1 reduction, 72 h; higher fold induction means a stronger effect. fold induction at 50 µM; hits with a dose series show EC50 in µM;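 active = fold induction of absorbance versus untreated yeast above a set limit, then at least 30% activation at any dose in follow-up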;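 also: activators that raise dye reduction in frataxin-depleted yeast; strong numbers were not always called active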
Dynein transport: dynein cargo transport inhibition. 3617.4 mouse cells, GR-EGFP nuclear translocation imaging; test concentration mostly 20 µM; stimulated with dexamethasone, 1 µM; hits give low values. z-score, hits read low. hit rate 0.47% among 220,000. AID 1381;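 active = plate z-score of nuclear minus cytoplasmic receptor signal below a set negative limit, without overly bright fluorescence or cell loss, cut at about -3.5 in these data, passing the limit was not always enough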;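 also: z-score of nuclear minus cytoplasmic ring GR-EGFP intensity difference per well; some compounds called inactive have numbers as strong as hits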
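Buffer or medium – tet-free medium with charcoal-stripped serum · Signal – automated 10x imaging of fixed Hoechst-stained cells · Also added – dexamethasone agonist, 1.0 µM final, for 30 min · Incubation – induction 48 h, compound 1 h, agonist 30 min · Read-out – GR-EGFP nuclear translocation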
human PMI inhibitors: MPI inhibition at elevated mannose 6-phosphate – biochemical, fluorescence intensity, high mannose 6-phosphate, primary screen (AID 1220); recombinant PMI enzyme, coupled fluorescence intensity; higher % means a stronger effect; one-dose inhibition, % at 20 µM; IC50 in µM for titrated hits; hit rate 0.66% among 190,000
b-catenin transl: alters nuclear translocation of beta-catenin in HeLa cells | immunofluorescence imaging | nuclear translocation activity, % at 5 µM | hit rate 0.3% among 190,000 | AID 1665;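 active = nuclear translocation activity above 50% at 5 µM, with a well cell count of 50 or more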;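 also: per-cell ratio of nuclear to cytoplasmic median beta-catenin stain intensity; plate controls were DMSO negative control for no effect and GSK-3 inhibitor IX positive control for full effect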
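Test system: human HeLa cells, endogenous beta-catenin. Times: 24 h compound exposure, 37°C. Measured by: beta-catenin immunofluorescence imaging with DAPI.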
PMI inhibitors: inhibitors of human PMI, primary screen, biochemical, fluorescence intensity, coupled assay (AID 1209); purified PMI enzyme, coupled fluorescence intensity; higher % means a stronger effect; inhibition, % at 20 µM, or IC50 in µM where a hit was titrated; hit rate 0.42% among 190,000;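 also: plate controls were DMSO vehicle for no effect and wells lacking substrate for full effect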
WT yeast gro inh: growth inhibition of WT yeast, mitochondrial fusion screen | mitochondrial fusion phenotypic screen, WT strain | inhibition, % at 10 µM | hit rate 2.1% among 190,000 | AID 1362; in the data active = inhibition above about 58%; tested in S. cerevisiae
Ins promoter up: MIN6 insulin promoter up-regulation; MIN6 insulin promoter-GFP reporter, high-content imaging; hits give high values; z-score at 5 µM; hit rate 0.3% among 190,000;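 active = z-score above 3 at 5 µM with at least 500 cells counted in the well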
MT stabilizer: stabilizes microtubules in HeLa cells; HeLa tubulin immunostaining HCS, 24 h; share of cells brighter than vehicle mean+2SD; % tubulin-high responders, % at 10 µM; hit rate 0.83% among 200,000;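 active = plate Z-score above 3 for both tubulin-high and condensed-nucleus cell shares, with cell loss under 80%, at 10 µM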;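 also: anti alpha tubulin signal scored within the nucleus-defined area of each cell; some results filed as inactive read as strong as hits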
Autophagy mod: modulators of autophagy; hit rate 0.98% among 190,000; MEF GFP-LC3 puncta imaging; test concentration mostly 10 µM; calls only at 10 µM (by protocol);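 active = percentage of spot-positive cells more than 3 SD above its plate mean, without a fluorescence outlier flag or 80% toxicity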;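 also: spot-positive cell cutoff set from DMSO-treated cells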
WT yeast gro inh mutant strain: recorded beside WT yeast gro inh, whose call it bears; inhibition, %; mitochondrial fusion phenotypic screen, mutant strain inhibition
Dynein transport cytoplasmic EGFP: second read-out of Dynein transport, no call of its own (marks repeat the call); z-score; measured here: cytoplasmic GR-EGFP intensity; hits give high values
Dynein transport nuclear GR-EGFP: further read-out of Dynein transport, marked with its call; z-score; measured here: nuclear GR-EGFP intensity;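 lower value marks the stronger effect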
Dynein transport cell count: also measured in Dynein transport; calls as there; z-score; measured here: cell count per field
Ins promoter up cell count: second read-out of Ins promoter up, no call of its own (marks repeat the call); cell count; measured here: cytotoxicity, nuclei count;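 total cells summed across four imaged fields per well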
b-catenin transl cell count 5 µM: also measured in b-catenin transl; calls as there; cell count; measured here: cell count, cytotoxicity flag
MT stabilizer Hoechst-high %: also measured in MT stabilizer; calls as there; % Hoechst-high responders; measured here: nuclear condensation Hoechst responders;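 share of cells brighter than vehicle mean plus two SD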
MT stabilizer cytotoxicity %: also measured in MT stabilizer; calls as there; toxicity, %; measured here: cytotoxicity by cell density;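 0% = mean cell density of plate MIN control wells and 100% = no cells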
Autophagy mod cell loss 18 h: also measured in Autophagy mod; calls as there; toxicity, %; measured here: cell loss, nuclei count;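 cell loss after 18 h compound exposure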
* = called active by the depositor; i = inactive; . = no result given. Rule as the data show it, unless noted: active = inhibition above about 50%; inactive = the rest.

SMILES | Yfh1-off respiration | Dynein transport | Dynein transport cytoplasmic EGFP | Dynein transport nuclear GR-EGFP | Dynein transport cell count | human PMI inhibitors | b-catenin transl | b-catenin transl cell count 5 µM | PMI inhibitors | WT yeast gro inh | WT yeast gro inh mutant strain | Ins promoter up | Ins promoter up cell count | MT stabilizer | MT stabilizer Hoechst-high % | MT stabilizer cytotoxicity % | Autophagy mod | Autophagy mod cell loss 18 h
O=C(Nc1ccccc1)/C(=C\c1cccs1)NC(=O)c1ccccc1 | i | 0.24 | -0.27 | 0.18 | 0.16 | -4% | 0.3 | 1041 | -1% | -2 | 6 | 0.62 | 1539 | 2.7 | 1.2 | 7.5 | i | -3
CCOc1ncccc1C(=O)OCC(=O)c1ccc[nH]1 | i | -1.5 | -0.14 | -0.39 | 2 | 2% | -3.7 | 959 | -6% | -5 | 10 | 0.38 | 1136 | 2.5 | 1.9 | 10.0 | i | 18
CCC/C=C(\CCC)C(NS(=O)(=O)c1ccc(C(F)(F)F)cc1)c1ccccc1 (stereo unspecified) | i | 0.7 | -0.3 | 0.63 | 0.52 | 18% | 4.2 | 527 | 20% | 55 | -25 | -2 | 876 | 5.5 | 4.0 | 2.9 | i | 27
Cc1ccc(OCC(=O)N2CCN(C(=O)c3ccncc3)CC2)cc1 | i | 0.46 | -0.23 | 0.55 | -0.83 | -4% | -0.4 | 1075 | 0% | -6 | -9 | -0.31 | 1378 | 1.9 | 1.3 | 3.6 | i | -5
COc1ccc(-n2cnnc2SCC(=O)Nc2cccnc2Cl)cc1 | i | -0.71 | -0.29 | -0.34 | 1.2 | 0% | 3.4 | 1044 | -29% | 10 | -7 | -0.2 | 1265 | 9.3 | 0.7 | 4.9 | i | 9
CNC(=O)C1=C(C)Nc2nc3ccccc3n2C1c1cccc(OC)c1 (stereo unspecified) | i | -1.2 | -0.18 | -0.42 | -0.012 | -7% | . | . | -4% | -10 | -11 | 0.59 | 1026 | 5.8 | 4.3 | 1.7 | i | 7
Cc1cc(C)cc(N(CC(=O)Nc2ccccc2)C2=NC3CS(=O)(=O)CC3S2)c1 (stereo unspecified) | i | -0.051 | -0.2 | 0.023 | 0.71 | 8% | -0.5 | 1040 | 10% | 6 | 5 | -0.1 | 1200 | 3.0 | 2.5 | 3.5 | i | -10
CCOc1[nH]n(-c2ccccc2)c(=O)c1C=Nc1ccccc1 | i | 0.63 | 0.027 | 0.45 | -0.36 | -8% | 11 | 926 | -11% | 4 | 18 | -0.14 | 1178 | 19 | 14 | 44 | i | 11
CN1CCCN(C(=O)Cc2c(Cl)cccc2Cl)c2nc3ccccc3nc21 | i | -1.2 | 1.8 | -0.17 | -0.39 | -4% | . | . | 8% | 3 | 4 | 1.5 | 1204 | 2.5 | 1.9 | 5.2 | i | 5
CC(=O)OCc1nc2sc(C)c(C)c2c(=O)[nH]1 | i | -0.0043 | -0.24 | -0.062 | -0.37 | 0% | -0.6 | 1139 | -1% | 0 | 5 | . | . | 2.6 | 2.7 | 6.4 | i | -13
CC(C)CC1c2[nH]c3ccccc3c2CCN1C(=O)c1cnccn1 (stereo unspecified) | i | 0.57 | -0.22 | 0.56 | -0.78 | 8% | 3.0 | 994 | 8% | 3 | 5 | -0.44 | 1444 | 4.3 | 1.5 | 6.8 | i | 36
Cc1ccc(N(C(=O)c2ccc3c(c2)OCO3)C2C=CS(=O)(=O)C2)cc1 (stereo unspecified) | i | -0.33 | -0.18 | 0.15 | 0.15 | 0% | 0.2 | 1187 | 4% | -4 | 30 | 0.59 | 1279 | 4.1 | 3.1 | 8.9 | i | 16
CCC(=O)NC(=S)Nc1c(C)cc(Br)cc1C | i | 0.77 | -0.27 | 0.53 | -0.71 | -2% | 5.3 | 935 | 4% | 10 | 19 | 0.33 | 1503 | 3.8 | 3.0 | 6.7 | i | -23
CCN(C(=O)c1cc2cc(OC)ccc2oc1=O)c1ccccc1 | i | 0.19 | -0.094 | -0.57 | 1.2 | 9% | 1.6 | 1138 | 9% | 12 | 0 | -0.27 | 1269 | 3.0 | 1.7 | 1.6 | i | 2
CCOC(=O)c1c(NC(=O)c2nn(CC)cc2Br)sc(C)c1C | i | 0.68 | 7.5 | 1.8 | -6.1 | 3% | 0.1 | 1130 | 9% | 3 | 4 | -0.45 | 1309 | 2.1 | 1.9 | 8.3 | i | 3
CC(C)C(=O)Nc1nc2ccc(S(C)(=O)=O)cc2s1 | i | 2.6 | -0.13 | 1.4 | -1.7 | -6% | 0.0 | 1552 | 0% | 7 | 7 | 0.23 | 1221 | 1.3 | 1.0 | 2.7 | i | 0
CCOc1c(S(=O)(=O)N2CCCC2)ccc(Cl)c1Cl | i | 0.5 | -0.28 | 0.11 | 0.52 | 5% | 0.1 | 980 | 6% | -12 | 0 | 1.2 | 1420 | 3.1 | 2.5 | 8.4 | i | 1
O=C(O)CC(NCc1ccco1)C(=O)OCC1CCCO1 (stereo unspecified) | i | -0.037 | -0.38 | 0.31 | 0.4 | -12% | -1.0 | 805 | -4% | 8 | 0 | 0.75 | 1466 | 6.4 | 2.4 | 2.9 | i | 9
COc1cc(OC)cc(C(=O)N(Cc2nc(-c3cccc(C)c3)no2)C(C)C)c1 | i | 0.87 | -0.18 | 0.33 | -0.24 | 6% | 0.4 | 1029 | 13% | 28 | 18 | -0.43 | 911 | 3.5 | 2.6 | 5.2 | i | -1
O=C(CCc1ccc(O)cc1)N/N=C/c1coc2ccccc2c1=O | i | -0.4 | -0.26 | -0.22 | 0.066 | . | -0.3 | 1257 | . | . | . | -0.97 | 1294 | . | . | . | . | .
COc1ccc(N(C(=O)c2ccccc2)S(=O)(=O)c2cccs2)cc1 | i | -0.059 | -0.21 | 0.099 | -0.19 | 12% | 0.7 | 1540 | 14% | 25 | 14 | 0.25 | 1365 | 5.6 | 3.4 | 14 | i | 28
CCOC(=O)c1cnc(Nc2nc3ccccc3o2)nc1CSc1nnc(C)s1 | i | -0.097 | -0.25 | -0.11 | 0.31 | . | . | . | . | . | . | . | . | 3.0 | 2.3 | 0.6 | i | -5
COc1ccc(/C=C2\SC(=S)N(CCCC(=O)Nc3ccc(O)cc3)C2=O)cc1 | i | 0.25 | -0.19 | 0.12 | 0.012 | . | 2.0 | 1342 | . | . | . | -0.06 | 1093 | . | . | . | . | .
c1csc(CNCCCN2CCOCC2)c1 | i | -0.13 | -0.21 | -0.9 | -0.32 | 7% | 2.3 | 1432 | 9% | -15 | -17 | 0.78 | 1386 | 3.3 | 1.6 | 1.0 | i | 0
CC(=O)N(\C=C/C=C/C=C1\Sc2ccccc2C1=O)c1ccccc1 | i | -2.5 | 3.8 | -0.63 | 0.19 | 35% | 0.0 | 1115 | 32% | 16 | 30 | -0.4 | 1272 | 7.3 | 2.7 | 8.8 | i | -9
COc1ccc(CC(=O)Nc2nc(C)cs2)cc1 | i | 1.7 | -0.21 | 0.7 | -1.2 | 0% | -1.2 | 1096 | -2% | 8 | 17 | -0.27 | 1198 | 5.0 | 1.5 | 17 | i | 10

Nine compounds from above, arranged by formula weight, high to low:
SMILES | Yfh1-off respiration | Dynein transport | Dynein transport cytoplasmic EGFP | Dynein transport nuclear GR-EGFP | Dynein transport cell count | human PMI inhibitors | b-catenin transl | b-catenin transl cell count 5 µM | PMI inhibitors | WT yeast gro inh | WT yeast gro inh mutant strain | Ins promoter up | Ins promoter up cell count | MT stabilizer | MT stabilizer Hoechst-high % | MT stabilizer cytotoxicity % | Autophagy mod | Autophagy mod cell loss 18 h
CN1CCCN(C(=O)Cc2c(Cl)cccc2Cl)c2nc3ccccc3nc21 | i | -1.2 | 1.8 | -0.17 | -0.39 | -4% | . | . | 8% | 3 | 4 | 1.5 | 1204 | 2.5 | 1.9 | 5.2 | i | 5
CCOC(=O)c1c(NC(=O)c2nn(CC)cc2Br)sc(C)c1C | i | 0.68 | 7.5 | 1.8 | -6.1 | 3% | 0.1 | 1130 | 9% | 3 | 4 | -0.45 | 1309 | 2.1 | 1.9 | 8.3 | i | 3
Cc1ccc(N(C(=O)c2ccc3c(c2)OCO3)C2C=CS(=O)(=O)C2)cc1 (stereo unspecified) | i | -0.33 | -0.18 | 0.15 | 0.15 | 0% | 0.2 | 1187 | 4% | -4 | 30 | 0.59 | 1279 | 4.1 | 3.1 | 8.9 | i | 16
O=C(Nc1ccccc1)/C(=C\c1cccs1)NC(=O)c1ccccc1 | i | 0.24 | -0.27 | 0.18 | 0.16 | -4% | 0.3 | 1041 | -1% | -2 | 6 | 0.62 | 1539 | 2.7 | 1.2 | 7.5 | i | -3
Cc1ccc(OCC(=O)N2CCN(C(=O)c3ccncc3)CC2)cc1 | i | 0.46 | -0.23 | 0.55 | -0.83 | -4% | -0.4 | 1075 | 0% | -6 | -9 | -0.31 | 1378 | 1.9 | 1.3 | 3.6 | i | -5
CCC(=O)NC(=S)Nc1c(C)cc(Br)cc1C | i | 0.77 | -0.27 | 0.53 | -0.71 | -2% | 5.3 | 935 | 4% | 10 | 19 | 0.33 | 1503 | 3.8 | 3.0 | 6.7 | i | -23
CCOc1[nH]n(-c2ccccc2)c(=O)c1C=Nc1ccccc1 | i | 0.63 | 0.027 | 0.45 | -0.36 | -8% | 11 | 926 | -11% | 4 | 18 | -0.14 | 1178 | 19 | 14 | 44 | i | 11
CC(C)C(=O)Nc1nc2ccc(S(C)(=O)=O)cc2s1 | i | 2.6 | -0.13 | 1.4 | -1.7 | -6% | 0.0 | 1552 | 0% | 7 | 7 | 0.23 | 1221 | 1.3 | 1.0 | 2.7 | i | 0
CC(=O)OCc1nc2sc(C)c(C)c2c(=O)[nH]1 | i | -0.0043 | -0.24 | -0.062 | -0.37 | 0% | -0.6 | 1139 | -1% | 0 | 5 | . | . | 2.6 | 2.7 | 6.4 | i | -13

Screening results (PubChem)
